ER stress surv – ER stress cell death inhibition; 0.33% of 48,000 active; CSM14.1 thapsigargin ER stress survival, ATP luminescence; relative survival (cellular ATP), % at 15 µg/mL (by protocol);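 active = survival measured by cellular ATP above 50% at 15 µg/ml in the first screen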;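 also: cell death triggered by about 15 µM thapsigargin; ATP read 24 h after thapsigargin was added; plate controls were thapsigargin with DMSO for no effect and DMSO without thapsigargin for full effect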
* marks the source's active call; other numbers are inactive results.

For COc1c(Cl)cc(C(=O)N2CCN(c3ccc([N+](=O)[O-])c(NC4CC4)c3)CC2)cc1Cl the results were ER stress surv -1.1.
For Nc1ncnc2c1[nH]c(=S)n2[C@@H]1O[C@H](CO)[C@H](O)C1O (some centres not stated) the results were ER stress surv 9.7.
CN(C)c1ccc(-c2c3cc(O)c(=O)cc-3oc3cc(O)c(O)cc23)cc1 was read as ER stress surv 0.4.
CCOc1ccc(NC(=O)CN(Cc2ccccc2)S(=O)(=O)c2ccccc2)cc1 was read as ER stress surv 12.3.
Cc1c(Cl)cccc1NC(=O)C1CCCCC1C(=O)O (configuration not stated) was read as ER stress surv -8.2.
`C=CCN1C(=O)/C(=C\c2ccc(C(=O)OC)cc2)C(=O)NC1=S` gave ER stress surv 2.8.
`Cc1ccc2[nH]c3nc(N/N=C/c4cc(Br)c(O)c(Br)c4)nnc3c2c1` gave ER stress surv 17.6.
CCOC(=O)C(=CNc1ccc(F)c(F)c1O)C(=O)OCC was read as ER stress surv 5.0.
Screening CCOC(=O)C(C(=O)OCC)c1cc(Nc2cccc(C)c2)c2c3c(onc13)-c1ccccc1C2=O returned ER stress surv 9.3.
`CCCCOc1cccc(C(=O)Nc2ccc(-c3nc4ccccc4s3)c(O)c2)c1` gave ER stress surv 4.6.
`COc1cc(OC)c(OC)cc1C=NN1CCN(c2ccc(Cl)cc2)CC1` gave ER stress surv 8.9.
For COc1ccc(N(CC(=O)NCc2ccccc2)S(=O)(=O)c2ccc(C)c([N+](=O)[O-])c2)cc1 the results were ER stress surv 5.3.
`Cc1ccc(C)c(NS(=O)(=O)c2ccc3c(c2)C(=NO)c2cc(S(=O)(=O)Nc4cc(C)ccc4C)ccc2-3)c1` gave ER stress surv 16.0.
Screening C/C(=N/OCc1nc2c3c4c(sc3ncn2n1)CCCC4)c1ccc(C)cc1 returned ER stress surv 11.7.
Cc1ccc(C(=O)Nc2ccc(Cl)cc2)cc1[N+](=O)[O-] was read as ER stress surv 9.5.
For CCc1ccc(NC(=O)CCCOc2ccccc2)cc1 the results were ER stress surv 14.8.
Screening CC(C)CCC(CCC(=O)O)NC(=O)c1ccccc1 (configuration not stated) returned ER stress surv -2.8.
`O=c1oc(-c2cccs2)nc2cc(Cl)ccc12` gave ER stress surv -0.1.
O=C(O)c1ccccc1C(=O)c1ccc(Cl)c(N2C(=O)C=CC2=O)c1 was read as ER stress surv -3.3.
`C=CCn1c(NCCO)nc2sc3c(c2c1=O)CCC3` gave ER stress surv -1.4.
Screening CNc1cc([N+](=O)[O-])ccc1N/C=C\C(=O)c1ccc2c(c1)OCO2 returned ER stress surv -2.5.
For O=C(Nc1cccc([N+](=O)[O-])c1)c1cccc(S(=O)(=O)N(CCO)CCO)c1 the results were ER stress surv 6.6.
`CCOc1ccccc1C(=O)Nc1cc(C)ccc1C` gave ER stress surv 5.1.
Screening O=C(CCCN1C(=O)/C(=C\c2cccc(Br)c2)SC1=S)Nc1ccc(F)cc1 returned ER stress surv 2.2.
For O=C1N=C(N2CCOCC2)S/C1=C\c1c(Cl)cccc1Cl the results were ER stress surv 2.1.
`CCOC(=O)c1c(NC(=O)c2ccc(C(=O)c3ccccc3)cc2)sc2c1CCC2` gave ER stress surv 6.6.
Screening O=C(O)CN1C(=O)/C(=C\c2cccc3ccccc23)SC1=S returned ER stress surv 1.4.
`COc1ccc(-c2nnc(NC(=O)c3ccccc3OC)s2)cc1OC` gave ER stress surv 5.6.
O=C(c1cccc(Cl)c1)N1CCN(Cc2ccccc2[N+](=O)[O-])CC1 was read as ER stress surv 9.5.
For O=C(Nc1ccc(NC(=S)NC(=O)c2ccco2)cc1)c1cccc(Cl)c1 the results were ER stress surv 3.4.
For CCOC(=O)CN1C(=O)/C(=C2\SC(=O)NC2=O)c2ccccc21 the results were ER stress surv -1.6.
Screening CSc1ccc(S(=O)(=O)NCCSc2nc3ccccc3s2)cc1 returned ER stress surv 9.0.
For O=C1CC(=O)N(c2ccc3ccccc3c2)C(=S)N1 the results were ER stress surv 4.2.
C[n+]1ccc(/C=C/c2ccc(O)cc2)cc1 was read as ER stress surv -5.3.
For O=C1C2C3C=CC(C3)C2C(=O)N1CNc1ccccc1 (configuration not stated) the results were ER stress surv -5.4.
For CCOc1cc(/C=C2\SC(=S)N(NC(=O)c3ccccc3Br)C2=O)ccc1O the results were ER stress surv 11.2.
O=C1NN(c2ccccc2)C(=O)/C1=C/c1ccc(OCCOc2ccccc2)cc1 was read as ER stress surv -1.8.
CCOc1cc(/C=C2/NC(=S)NC2=O)cc(Cl)c1OCC was read as ER stress surv -0.7.
CCOC(=O)c1c(N)sc2c1CCCCCC2 was read as ER stress surv -2.5.
`Cc1ccc(NC(=O)CCCOc2ccc(Cl)cc2Cl)c(Br)c1` gave ER stress surv 14.6.
O=C1c2ccccc2NC(c2ccc(F)cc2)N1c1ccc(Cl)cc1 (configuration not stated) was read as ER stress surv -3.9.
Screening COc1cccc(/C=N/Nc2nc(-c3ccccc3)nc(C)c2C)c1O returned ER stress surv 9.4.
`CC(C)CNC(=O)c1ccccc1NC(=O)Cc1ccc(Cl)cc1` gave ER stress surv -3.2.
For COc1ccc(OCCNC(=S)Nc2cccc3ccccc23)cc1 the results were ER stress surv 3.4.
Screening COc1cc(CNCc2c[nH]c3ccccc23)cc(OC)c1OC returned ER stress surv -10.1.
O=C(N/N=C\c1cc(Br)cc(I)c1O)c1ccc(Br)cc1 was read as ER stress surv 6.8.
`Cc1cccc(N2CCN(S(C)(=O)=O)CC2)c1C` gave ER stress surv 0.8.
COc1ccc(CNc2ccc(Br)cc2C(=O)O)c(OC)c1 was read as ER stress surv -0.5.
Screening O=C(Nc1c(O)c2ccccc2[nH]c1=O)c1ccco1 returned ER stress surv 10.0.
Screening O=C(c1cccs1)N1CCN(Cc2ccncc2)CC1 returned ER stress surv -7.3.
For Cc1ccc(N2C(=O)c3ccccc3NC2c2ccccc2F)cc1 (configuration not stated) the results were ER stress surv 1.2.
For O=C(CCN1C(=O)c2ccccc2C1=O)NCc1ccccn1 the results were ER stress surv 11.5.
`COc1ccc(CCNC(=O)COc2ccccc2[N+](=O)[O-])cc1OC` gave ER stress surv 7.1.
`CN1C(=O)NC(=O)/C(=C/c2cccn2-c2cccc([N+](=O)[O-])c2)C1=O` gave ER stress surv 3.5.
Screening Cc1ccc(NC(=O)c2ccc3c(c2)OCO3)cc1[N+](=O)[O-] returned ER stress surv 1.4.
For O=C(ON=C1c2ccccc2-c2ccccc21)c1ccc(Cl)cc1Cl the results were ER stress surv -3.5.
Screening COc1ccccc1/C=C1\SC(N2CCCCC2)=NC1=O returned ER stress surv -0.9.
`Cc1cc(=O)oc2c(CN3CCN(CCO)CC3)c(O)ccc12` gave ER stress surv 2.5.
`N#C/C(=C\c1cccc(F)c1)c1nc(-c2ccc([N+](=O)[O-])cc2)cs1` gave ER stress surv 22.2.
`O=C(N/N=C/c1ccco1)c1cc(C23CC4CC(CC(C4)C2)C3)[nH]n1` gave ER stress surv 2.5.
COc1ccccc1N1CCN(CC(O)COc2ccc(C34CC5CC(CC(C5)C3)C4)cc2)CC1 (configuration not stated) was read as ER stress surv 6.8.
For CC(=O)OCCCN1C(=O)c2ccccc2C1=O the results were ER stress surv 12.3.
`Cc1cccc(NC(=O)/C=C/c2ccc(F)cc2)c1` gave ER stress surv -0.4.
Screening Cc1ccc(-n2cc(C=C3C(=O)NC(=O)NC3=O)cn2)cc1C returned ER stress surv 1.9.
For NC(=O)N/N=C(\C=C\c1ccccc1)C1(O)CCCCC1 the results were ER stress surv -25.2.
Screening Cc1cc(NCCN2CCOCC2)n2c(nc3ccccc32)c1C#N returned ER stress surv 14.3.
`CC(C)c1ccc(/C=C/C(=O)Nn2cnnc2)cc1` gave ER stress surv -2.2.
`Cc1cccc(OCCn2ccnc2)c1C` gave ER stress surv 5.9.
`CCc1cc2c(=O)c(-c3nc4ccccc4n3C)coc2c(CN2CCN(C)CC2)c1O` gave ER stress surv -0.7.
Screening COc1ccc(CN2CCN(C(=O)c3ccco3)CC2)cc1Br returned ER stress surv -4.2.
CCN(CC)S(=O)(=O)c1cc(C(N)=O)ccc1C was read as ER stress surv 9.6.
For CCCCCc1nnc(NC(=O)COc2ccccc2)s1 the results were ER stress surv 3.0.
For Cc1cc(N=CC2=C(O)CC(C)(C)CC2=O)no1 the results were ER stress surv 7.7.
Screening CSc1ccc(CN2CCN(S(=O)(=O)c3ccc(C)cc3)CC2)cc1 returned ER stress surv 24.9.
For Cc1ccc(NC2c3ccccc3Oc3ccccc32)cc1 the results were ER stress surv 8.5.
`O=C(O)CCCCCN1C(=O)C(=O)/C(=C(/O)c2ccc([N+](=O)[O-])cc2)C1c1ccc(F)cc1` (configuration not stated) gave ER stress surv -2.7.
C/C(=C/C(=O)NCc1ccccc1)C(=O)O was read as ER stress surv -1.2.
For O=C(Nc1ccccc1)C1CC(=O)N(c2cccc([N+](=O)[O-])c2)C1 (configuration not stated) the results were ER stress surv -3.6.
CCOC(=O)c1c(NC(=O)c2cccc(F)c2)sc(C(=O)Nc2ccccc2OCC)c1C was read as ER stress surv 6.0.
For O=C(N/N=C/c1ccccn1)/C(=C\c1ccc2c(c1)OCO2)NC(=O)c1ccccc1 the results were ER stress surv 2.4.
`Cc1c(C#N)c(N=CN(C)C)c(C#N)n1-c1ccccc1` gave ER stress surv 9.8.
`N/C(=N\OC(=O)c1ccc(Cl)cc1)c1ccccc1` gave ER stress surv 11.8.
For CC(C)C(NC(=O)c1ccc(N(C)S(=O)(=O)c2ccccc2)cc1)C(C)C the results were ER stress surv 4.7.
For Cc1ccc(Cl)c(OCCCCNCCO)c1 the results were ER stress surv -5.7.
Screening C=CCc1cccc2cc(C(=O)NCc3ccccc3)c(=O)oc12 returned ER stress surv 4.1.
CCCCOC(=O)c1ccc(NC(=O)c2cc3ccccc3o2)cc1 was read as ER stress surv 3.2.
For O=S(=O)(NCCOc1ccc(Cl)cc1)c1ccc2ccccc2c1 the results were ER stress surv 15.3.
For CC(=O)Oc1ccc(-c2cccc(NC(=O)c3ccc4c(c3)Cc3ccccc3-4)c2)cc1 the results were ER stress surv -1.6.
Screening COc1ccc(NC(=O)/C(=C\c2cccs2)NC(=O)c2ccccc2)cc1 returned ER stress surv 1.3.
Screening CCn1c2ccccc2c2cc(CNC3CCCCC3)ccc21 returned ER stress surv -17.4.
For NC(=O)c1cnn2c1NC(c1ccco1)CC2C(F)(F)F (configuration not stated) the results were ER stress surv -12.3.
For O=C(CCC1CCCC1)Nc1ccc(F)c(F)c1 the results were ER stress surv 3.6.
`CC(=O)N(C1=C(Nc2ccccc2)C(=O)c2ccccc2C1=O)c1ccccc1` gave ER stress surv -4.6.
`Cc1sc(NC(=O)Nc2ccccc2)nc1C12CC3CC(CC(C3)C1)C2` gave ER stress surv 3.2.
`COc1ccc(N2C(=O)Cn3c2nc2c3c(=O)n(C)c(=O)n2C)cc1` gave ER stress surv 4.0.
For Cc1cc(=O)[nH]c(SCC(=O)Nc2ccccc2[N+](=O)[O-])n1 the results were ER stress surv 10.7.
For CC(=O)c1ccc(N2CCN(C3CC(=O)N(c4ccc(C)cc4)C3=O)CC2)cc1 (configuration not stated) the results were ER stress surv 4.7.
`Cc1cc(C)cc(CC2CC(=O)N(c3cc(C)ccc3C)C2=O)c1` (configuration not stated) gave ER stress surv 9.8.
`Cc1ccccc1NC(=O)CSc1ncccn1` gave ER stress surv -2.5.
For Cc1c(C#N)c(N)c(C(=O)c2ccc(Br)cc2)n1-c1ccc(Br)cc1 the results were ER stress surv -0.6.
`CCOc1ccc(NC(=O)CN(c2cc(OC)ccc2OC)S(C)(=O)=O)cc1` gave ER stress surv 5.8.
Oc1ccc(Br)cc1CN1CCN(Cc2ccccc2C(F)(F)F)CC1 was read as ER stress surv -9.8.
Screening CC1(C)OC2OC(C(=O)Nc3ccccc3)C3OC(C)(C)OC3C2O1 (configuration not stated) returned ER stress surv 1.2.
`Cc1c(-n2c(O)c(C3=c4cc([N+](=O)[O-])ccc4=NC3=O)sc2=S)c(=O)n(-c2ccccc2)n1C` gave ER stress surv 6.7.

Screens (PubChem)

Not all compounds are listed; rates above refer to the full screens.
